ZTA DNA inh = counter-screen for EBNA-1 inhibitors: inhibitors of Epstein-Barr virus ZTA | P03206 | ZTA-DNA binding, fluorescence polarization | inhibition, % at 11 µM | 0.15% of 320,000 active; in the data active = inhibition above about 33%
Target sequence (P03206 whole entry, looked up): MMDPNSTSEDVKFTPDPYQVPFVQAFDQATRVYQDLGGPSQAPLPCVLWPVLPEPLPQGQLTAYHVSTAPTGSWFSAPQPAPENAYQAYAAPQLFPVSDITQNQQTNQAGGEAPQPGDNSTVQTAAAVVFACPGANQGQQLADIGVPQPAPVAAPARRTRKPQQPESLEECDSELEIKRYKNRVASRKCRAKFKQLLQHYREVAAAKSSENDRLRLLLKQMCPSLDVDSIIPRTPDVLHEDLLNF
PAFAH2 FP inh = PAFAH2 enzyme inhibitors, primary screen, biochemical, fluorescence polarization, human; Platelet-activating factor acetylhydrolase 2, cytoplasmic (Homo sapiens), Q99487; recombinant PAFAH2, FP-rhodamine activity probe; inhibition, % at 3.39 µM; 0.99% of 340,000 active; AID 492956, 2010;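 active = inhibition above the mean over all tested compounds plus 3 SD, cut at about 30% in these data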;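 note: inhibitors block probe labeling of enzyme so polarization drops; 0% = enzyme with DMSO and 100% = wells lacking PAFAH2 protein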
GSTO1 counter = inhibitors of recombinant GSTO1, primary screen, counter-screen for RBBP9 inhibitor project, biochemical, fluorescence polarization | Glutathione S-transferase omega-1 (Homo sapiens), P78417 | activity-based probe fluorescence polarization | inhibition, % at 5.96 µM | 1.1% of 300,000 active | AID 1974, 2009;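 active = inhibition above the campaign mean inhibition plus 3 SD, cut at about 35% in these data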;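 note: 0% = GSTO1-1 with DMSO and 100% = wells lacking GSTO1-1 enzyme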
Target sequence (P78417 whole entry, looked up): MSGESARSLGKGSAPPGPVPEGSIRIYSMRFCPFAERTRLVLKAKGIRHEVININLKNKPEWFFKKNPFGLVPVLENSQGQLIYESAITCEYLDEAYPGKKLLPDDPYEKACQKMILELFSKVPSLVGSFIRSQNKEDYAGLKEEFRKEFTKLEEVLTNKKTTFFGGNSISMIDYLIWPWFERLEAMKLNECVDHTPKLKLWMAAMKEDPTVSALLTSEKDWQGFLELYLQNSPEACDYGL
PREPL inhibitor = PREPL enzyme inhibitors, primary screen, biochemical, fluorescence polarization; Prolyl endopeptidase-like (Homo sapiens), Q4J6C6; recombinant PREPL, fluorescence polarization activity-based probe; inhibition, % at 5.96 µM; 0.68% of 320,000 active; AID 2751, 2010; in the data active = inhibition above about 43%;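 note: 0% = enzyme with DMSO and 100% = wells lacking enzyme; many of its hits are not listed in these tables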
PAFAH1B3 inh = PAFAH1B3 enzyme inhibitors, primary screen, biochemical, fluorescence polarization, human; 0.28% of 340,000 active; inhibition, % at 3.39 µM; recombinant PAFAH1B3, FP-rhodamine probe; Platelet-activating factor acetylhydrolase IB subunit alpha1 (Homo sapiens), Q15102;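 active = inhibition above the screen-wide average of all tested compounds plus 3 SD, cut at about 25% in these data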;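 note: 0% = enzyme with DMSO only and 100% = wells lacking PAFAH1B3 protein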
Target sequence (Q15102 whole entry, looked up): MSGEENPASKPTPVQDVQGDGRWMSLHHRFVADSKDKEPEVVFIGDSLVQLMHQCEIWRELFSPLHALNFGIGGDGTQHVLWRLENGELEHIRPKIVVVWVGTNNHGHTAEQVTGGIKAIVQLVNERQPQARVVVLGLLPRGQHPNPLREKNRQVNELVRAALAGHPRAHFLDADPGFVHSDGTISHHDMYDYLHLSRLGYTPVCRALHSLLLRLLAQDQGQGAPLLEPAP
LYPLA1 inh = LYPLA1 inhibitors, primary screen, counter-screen for PME1 inhibitor project, biochemical, fluorescence polarization, FP-Rh probe ABPP; Acyl-protein thioesterase 1 (Homo sapiens), O75608; recombinant LYPLA1; inhibition, % at 5.9 µM; 0.16% of 320,000 active;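 active = inhibition above the mean of all tested compounds plus 3 SD, set per campaign, cut at about 14% in these data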;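 note: inhibitors block serine hydrolase probe labeling of LYPLA1 so polarization falls; 0% = enzyme with DMSO and 100% = wells lacking LYPLA1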
LYPLA2 inh = LYPLA2 inhibitors, primary screen, counter-screen for PME1 inhibitor project, biochemical, fluorescence polarization, FP-Rh probe ABPP; Acyl-protein thioesterase 2 (Homo sapiens), O95372; recombinant LYPLA2; inhibition, % at 5.9 µM; 0.38% of 320,000 active;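 active = inhibition above the screen-wide mean plus 3 SD, limit set per campaign, cut at about 26% in these data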;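 note: 0% = LYPLA2 with DMSO and 100% = wells lacking LYPLA2 enzyme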
Target sequence (O95372 whole entry, looked up): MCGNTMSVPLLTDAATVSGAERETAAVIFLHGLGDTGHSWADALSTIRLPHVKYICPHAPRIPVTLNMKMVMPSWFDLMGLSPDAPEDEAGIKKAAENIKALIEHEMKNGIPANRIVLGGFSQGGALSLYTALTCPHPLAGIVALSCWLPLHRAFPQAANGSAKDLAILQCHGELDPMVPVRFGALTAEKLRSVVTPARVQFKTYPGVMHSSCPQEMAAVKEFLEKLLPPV
EBNA-1 inhibitor = EBNA-1 DNA-binding inhibitors, primary screen, biochemical, fluorescence polarization | 0.34% of 300,000 active | AID 1950, 2009 | inhibition, % at 14.8 µM; in the data active = inhibition above about 28%
PAD4 inh = human PAD4 inhibitors, primary screen, biochemical, fluorescence polarization, 1536-well format; Protein-arginine deiminase type-4 (Homo sapiens), Q9UM07; 0.41% of 330,000 active; recombinant PAD4, RCA probe fluorescence polarization; inhibition, % at 6.36 µM;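 active = percent inhibition above a cutoff equal to the mean of all tested compounds plus 3 SD, cut at about 15% in these data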;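 note: 0% = PAD4 with RCA probe and DMSO and 100% = probe without PAD4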
* hit, by the source's call; / = not tested or not shown. This is a subset. The share of hits here may be higher or lower than overall.

SMILES	ZTA DNA inh	PAFAH2 FP inh	GSTO1 counter	PREPL inhibitor	PAFAH1B3 inh	LYPLA1 inh	LYPLA2 inh	EBNA-1 inhibitor	PAD4 inh
CCOc1ccc(NC(=O)Nc2ccc3c(c2)CCC3)cc1	15	-6	7	10	5	3	1	7	-1
COCCn1nnnc1C(c1ccc(OC)cc1OC)N1CCN(c2ccccc2F)CC1 (stereo not drawn)	-26	-4	1	-6	-1	-1	2	2	3
CCOc1ccc(CCNC(=O)C2CCN(S(=O)(=O)N3CC(C)CC(C)C3)CC2)cc1OCC (stereo not drawn)	11	12	1	2	0	2	6	-2	-6
CCCCc1ccc(NC(=S)Nc2ccc(Nc3ccc(OC)cc3)cc2)cc1	-22	6	3	47*	10	-2	-1	-5	3
CCOC(=O)C(C(=O)NCc1ccc(F)cc1)c1ncc(C(F)(F)F)cc1Cl (stereo not drawn)	-2	-10	2	16	2	2	6	-11	-1
CCCOC(=O)Cn1cnc2scc(-c3ccc(C)cc3)c2c1=O	3	-5	2	-4	3	-1	-1	-1	0
Cn1cc(S(=O)(=O)Nc2ccc3c(c2)OCCO3)cn1	7	6	8	8	-1	-1	-3	-8	-6
Cc1[nH]n(C(C)(C)C)c(=O)c1Sc1ccccc1	13	7	1	1	9	3	1	-1	-3
Cc1nnc(-c2ccccc2)[nH]c1=O	4	-7	3	8	4	-3	2	-8	-8
NC(=O)c1oc2ccccc2c1NC(=O)CN1CCCCC1	7	6	8	10	10	-1	-1	2	-6
COC(=O)c1ccc(C(=O)OC)c(NC(=O)C(C)C)c1	4	2	8	5	6	0	-13	5	0
C=CCn1c(=O)c2ccccc2n2c(SC(C)C(N)=O)nnc12 (stereo not drawn)	-6	-3	-2	3	6	6	2	-12	-5
CS(=O)(=O)c1ccc(C(=O)OCc2nnc(-c3ccc(Cl)cc3)o2)cc1[N+](=O)[O-]	-1	12	4	35	-10	-5	-3	5	-1
Cc1ccc(NC(=O)CNC(=O)c2ccc(C(C)(C)C)cc2)cc1S(=O)(=O)N1CCOCC1	/	1	/	21	0	/	/	/	-10
CC(NC(=O)C(=O)N/N=C\c1ccc([N+](=O)[O-])cc1)c1ccccc1 (stereo not drawn)	3	4	6	7	4	4	-3	-3	0
COc1cccc(OC)c1OCCCNC1CCCC1	6	-16	10	-4	5	1	2	0	-2
CC(=O)c1ccccc1NC(=O)CSc1nc2ccccc2c(=O)n1CCCN1CCOCC1	/	1	/	7	-4	/	/	/	4
Cc1ccc(C(=O)N2CCN(S(=O)(=O)c3ccccc3[N+](=O)[O-])CC2)o1	10	-1	2	0	2	4	7	4	0
CS(=O)(=O)N1CCC(C(=O)Nc2cc(Cl)cc(Cl)c2)CC1	-16	-3	-6	8	-3	-5	1	-3	-5
CCOC(=O)C1=C(C)N(CC(C)C)C(=O)/C1=C\c1cccs1	3	0	4	2	-7	1	5	-1	3
Cc1ccccc1-c1noc(CNC(=O)COc2ccccc2)n1	-1	1	4	-17	5	-1	0	-9	-6
COCCn1c(=NC(=O)c2cc(Cl)sc2Cl)sc2cc(S(N)(=O)=O)ccc21	7	-4	-11	-4	-10	-7	-15	-10	-5
CCN(CC)CC(=O)Nc1ccc(C)cc1Br	-1	-5	18	2	0	2	-2	-10	-5
Cc1ccc(OCC(=O)NNC(=O)c2cc3ccccc3o2)cc1	1	-1	3	1	4	0	-4	6	2
CC[C@]12CCCN3CCc4c(n(c5ccccc45)C(=O)C1)[C@@H]32	1	8	1	18	7	-3	-6	-3	-7
Cc1ccc(C)c(S(=O)(=O)Nc2cc3c4c(c2)CCC(=O)N4CCC3)c1	11	-4	-2	9	1	3	7	-5	-4
C=CCN(CC=C)C(=O)CCc1nnc(CCc2c[nH]c3ccccc23)o1	-5	5	0	6	3	3	-1	-12	1
Cc1oc(CC(C)C)c(CN2CCCC2)c1C(=O)O	-1	1	2	4	9	-1	-3	-13	0
Cc1cc(NC(=O)CSc2c[nH]c3ccccc23)no1	-32	-6	10	-4	3	-3	3	-6	4
C=CCNC(=S)NNC(=O)c1ccc(OCC)cc1	20	1	6	1	3	0	-2	-1	2
O=C(COc1cc2oc(=O)c3c(c2cc1Cl)CCC3)Nc1ccc(CN2CCOCC2)cc1	-13	-2	-2	20	7	3	6	16	-3
COc1ccc(/C=N/NC(=O)CCCCCNC(=O)c2ccccc2)cc1	-2	-2	-1	-4	3	-4	-4	0	0
Cc1ccc(N2CC(C(=O)OCC(=O)Nc3ccc(F)cc3F)CC2=O)cc1 (stereo not drawn)	-2	5	/	2	-2	2	3	/	-1
CCOC(=O)c1sc(=S)n(-c2ccc(Cl)cc2)c1C	0	2	-1	2	3	1	-1	1	-2
COc1ccc2cc(CN(CC3CCCO3)C(=O)Nc3ccccc3)c(=O)[nH]c2c1 (stereo not drawn)	12	8	-3	-3	10	3	5	-4	-1
COc1cccc(OCc2nnc(SCC(=O)OCc3ccccc3)o2)c1	-2	3	11	-9	-3	1	4	5	4
COc1ccc(S(=O)(=O)N(C)CC(=O)O)c2ccccc12	10	2	-4	4	10	1	9	-7	-2
Cc1nn(CC(=O)Nc2ccc(Cl)cn2)c(C)c1Br	12	-8	0	-1	12	3	3	4	0
CSCCC(NS(=O)(=O)/C=C/c1ccccc1)C(=O)NCCc1ccc(S(N)(=O)=O)cc1 (stereo not drawn)	-2	1	-8	-16	4	-4	-4	-8	-5
CN(C)c1cccc(NC(=O)C2(C)CC2(Cl)Cl)c1 (stereo not drawn)	-8	0	-1	3	2	2	2	-3	1
Cc1cccc(NC(=O)Cn2nnc(C(=O)NCc3cccs3)c2N)c1C	29	13	-7	5	-1	0	-5	9	0
CCCCCn1c(=O)[nH]c2cc(C(=O)N3CCN(C(=O)OCC)CC3)ccc2c1=O	1	12	-9	0	6	-2	8	5	3
O=C1C2ON(c3ccccc3)C(c3cccnc3)C2C(=O)N1Cc1ccccc1 (stereo not drawn)	-25	2	-2	-19	9	-3	6	-22	-2
Cc1ccc(O)c(C(CC(=O)NCc2cccnc2)c2ccccc2)c1 (stereo not drawn)	7	4	0	-1	10	2	-5	3	-3
COc1nc(NCc2ccc(Cl)cc2)nc(OC)n1	14	11	-4	-2	6	1	3	11	0
CCCC(C)NS(=O)(=O)c1ccccc1 (stereo not drawn)	-5	13	4	19	11	-1	2	-4	2
C/C(CCc1ccco1)=N\NC(=O)CNc1cccc2ccccc12	-8	-6	6	17	-3	1	11	3	-5
O=C(O)c1ccc(/C=N/NC(=O)c2cc3c(ccc4ccccc43)o2)cc1	13	-20	-43	-5	4	-33	-32	3	-1
O=C(CCN1C(=O)C2C3CCC(C3)C2C1=O)OCC(=O)c1ccc(Br)cc1 (stereo not drawn)	12	3	5	18	2	-2	-8	10	-5
CNC(=O)C1Cc2ccccc2CN1S(=O)(=O)c1cccs1 (stereo not drawn)	-8	-5	-1	-12	2	0	-1	4	-3
Fc1ccc(-c2nnc3sc(C4COc5ccccc5O4)nn23)cc1 (stereo not drawn)	-4	6	-2	-28	14	-9	-3	-18	-8
COCCn1c(SCC(=O)c2ccc3c(c2)OCCO3)nnc1C(C)C	-23	-3	0	-6	14	-3	4	0	7
N#CCCN(C(=O)Cn1nc(C(=O)O)c2ccccc2c1=O)c1ccccc1	-1	-3	5	-1	4	-1	-2	-10	103*
O=C(CN1C(=O)NC2(CCCCC2)C1=O)Nc1ccc(Cl)cc1	/	9	/	2	-3	/	/	/	-3
O=C(Nc1ccccc1C(=O)OCC(=O)N1CCc2ccccc2C1)c1ccco1	4	-2	0	-43	1	-1	1	-12	-10
CCOc1ccccc1OCC(=O)NCCc1ccc(S(N)(=O)=O)cc1	7	1	3	7	-4	1	9	-3	-1
Cc1nn(C)c(Cl)c1CN1CCC(CO)(CCOc2ccccc2)CC1	-14	-1	1	3	4	4	0	-11	-2
COc1ccc(OC)c2[nH]c(=O)c(CCNS(=O)(=O)c3ccc(C)cc3)cc12	-11	3	-7	-10	1	-1	5	0	-4
Cc1noc(C)c1S(=O)(=O)Nc1cc(C(F)(F)F)ccc1N1CCOCC1	1	8	19	-3	3	0	1	0	0
CCN(CC)CCN1C(=O)C(=O)/C(=C(/O)c2c(C)[nH]c(C(=O)OC)c2C)C1c1ccccc1 (stereo not drawn)	20	-9	-7	-2	6	-2	4	7	-4
Next section:
SMILES	ZTA DNA inh	PAFAH2 FP inh	GSTO1 counter	PREPL inhibitor	PAFAH1B3 inh	LYPLA1 inh	LYPLA2 inh	EBNA-1 inhibitor	PAD4 inh
CC(=O)c1cnc2nc(SCc3ccc(Cl)cc3)nn2c1C	-1	7	-2	33	8	0	4	6	-5
CCOc1cc(C2C3=C(CC(C)(C)CC3=O)N(C)C3=C2C(=O)CC(C)(C)C3)ccc1O	2	-5	7	7	1	-3	-5	0	-4
OCCNc1nc(N2CCOCC2)nc(N2CCOCC2)n1	10	0	0	1	16	2	5	15	-2
Cc1c(C(=O)NC(C)CCc2ccccc2)cccc1[N+](=O)[O-] (stereo not drawn)	5	1	0	0	2	-2	3	9	2
O=C(c1ccc(S(=O)(=O)Cc2cc(F)ccc2F)c([N+](=O)[O-])c1)N1CCCC1	4	9	7	-5	-4	-2	0	6	-3
O=C(NNS(=O)(=O)c1ccc(Cl)cc1)C1CCN(Cc2ccccc2)CC1	8	-8	4	-3	-1	2	0	-12	-5
O=C(Nc1ccccc1)N1CCC(C(=O)N(Cc2ccco2)Cc2cccs2)CC1	-12	-1	4	-12	0	2	4	-6	-4
Cc1c(NC(=O)c2ccc3c(c2)C(=O)N(CC2CCCO2)C3=O)cccc1C(=O)O (stereo not drawn)	-7	-2	7	1	4	-1	-3	1	-1
Oc1cnn(-c2ccccc2)c1	15	-3	-2	-10	0	-3	-5	17	2
CCOc1cc(/C=N/NC(=O)c2nnn(-c3nonc3N)c2C)ccc1OCc1ccc(F)cc1	18	4	5	28	0	0	0	2	3
CC(C)NC(=O)c1ccc2c(=O)n(Cc3ccco3)c(=S)[nH]c2c1	11	-2	1	0	0	1	0	15	0
CCOCCCNC(=O)CCC(=O)NNc1nc2ccccc2c2nc(-c3ccccc3)nn12	4	2	-7	-17	8	-4	0	5	-1
Cc1cc(-n2c(C)cc(C(=O)CSc3[nH]c(=O)cc(C(F)(F)F)c3C#N)c2C)no1	-11	3	/	16	0	-4	11	/	1
Cc1cc(C)c(CN2CCN(C(=O)Cn3ccc(N)nc3=O)CC2)c(C)c1	-12	2	/	4	-5	2	-4	/	-5

Compound profiles, as listed above.
Entry for `CCOc1cc(C2C3=C(CC(C)(C)CC3=O)N(C)C3=C2C(=O)CC(C)(C)C3)ccc1O` = ZTA DNA inh = 2; PAFAH2 FP inh = -5; GSTO1 counter = 7; PREPL inhibitor = 7; PAFAH1B3 inh = 1; LYPLA1 inh = -3; LYPLA2 inh = -5; EBNA-1 inhibitor = 0; PAD4 inh = -4
Entry for `CCOCCCNC(=O)CCC(=O)NNc1nc2ccccc2c2nc(-c3ccccc3)nn12` = ZTA DNA inh = 4; PAFAH2 FP inh = 2; GSTO1 counter = -7; PREPL inhibitor = -17; PAFAH1B3 inh = 8; LYPLA1 inh = -4; LYPLA2 inh = 0; EBNA-1 inhibitor = 5; PAD4 inh = -1
Entry for `OCCNc1nc(N2CCOCC2)nc(N2CCOCC2)n1` = ZTA DNA inh = 10; PAFAH2 FP inh = 0; GSTO1 counter = 0; PREPL inhibitor = 1; PAFAH1B3 inh = 16; LYPLA1 inh = 2; LYPLA2 inh = 5; EBNA-1 inhibitor = 15; PAD4 inh = -2
